# Screens deposited in PubChem BioAssay by several laboratories.
# RmlCD inh mix: RmlC and RmlD coupled enzyme inhibitors, primary screen, biochemical, 384-well, compound mixtures, retest | RmlC/RmlD coupled enzyme inhibition, 384-well mixture HTS | inhibition, % at 5.5 µM | hit rate 0.39% among 110,000 | AID 1532, 2009; in the data active = inhibition above about 30%, passing the limit was not always enough; inconclusive = no clear call, values can overlap the other calls; note: strong numbers were not always called active
# RT RNaseH block: HIV-1 RT RNase H inhibitors, primary screen, biochemical, fluorescence; inhibition, % at 10 µM; RT-RNase H RNA/DNA duplex cleavage; hit rate 1.9% among 65,000; Gag-Pol polyprotein (Human immunodeficiency virus type 1 group M subtype B (isolate …; AID 565, 2006; in the data active = inhibition above about 50%
# * = called active by the depositor; ? = inconclusive; / = no result given. These rows are one share of the data. The share of hits here may be higher or lower than overall.
SMILES,RmlCD inh mix,RT RNaseH block
Cn1c(=O)oc2cc(C(=O)c3ccccc3)ccc21,-20,-4
Cn1c(SCC(=O)Nc2ccc3c(c2)OCCO3)nnc1-c1ccccn1,11,-3
CCCOc1ccccc1C1CC(=O)NC2=C1C(=O)CCC2 (centres undefined),-8,3
COc1ccc(OC)c(C(=O)c2nc3c(n2O)CCCCC3)c1,-22,-3
COc1ccc(CC[n+]2cc(/N=C(\C)[O-])on2)cc1OC,-7,-4
O=C(NCCCN1CCCC1)Nc1cccc2ccccc12,/,12
CCCCOC(=O)c1cccnc1,8,/
Cc1c(C(=O)NCc2ccccn2)sc2nc(-c3ccccc3)cn12,13,-18
CCOc1ccc(-n2cnnn2)cc1S(=O)(=O)Nc1c(C)cccc1C,12,-6
C=C(C)COc1ccc(-c2nc(N)ncc2Oc2ccc(OC)cc2)c(O)c1,/,-5
Cc1cc(S(=O)(=O)N2CC(=O)N(CCc3ccccc3)C(=O)C2)ccc1F,8,-12
O=C(c1ccc2c(c1)OCCO2)C1CCN(S(=O)(=O)c2ccccc2F)CC1,17,-20
Cc1ccc(CNC(=O)c2ccc3c(=O)n(CC4CCCO4)c(=S)[nH]c3c2)cc1 (centres undefined),1,/
CCOc1ccc(NS(=O)(=O)c2ccc(NC(C)=O)c(OC)c2)cc1,-8,/
CCn1c(SCc2nc3ccccc3[nH]2)nnc1-c1cnccn1,-10,-3
Nc1ccc2c3c(cccc13)CC2,53,-7
CC(=O)O[C@@H]1[C@@]2(C)O[C@H]2CC[C@]23O[C@H]2[C@H](OC3=O)C2=C(C)C(=O)O[C@@]21O,-14,/
O=C(COc1ccc(Cl)cc1)Nc1cnn(Cc2c(Cl)cccc2Cl)c1,5,/
Cc1cc(NC(=O)CCC(=O)N(Cc2ccco2)C(C)(C)C(=O)NC2CCCCC2)no1,6,/
CC(C)(C)c1ccc(Cn2nnc3c(=O)[nH]c(C4CCN(C(=O)Cc5cccs5)CC4)nc32)cc1,27,-20
O=S(=O)(NCC(O)COCc1ccco1)c1cccs1 (centres undefined),-68,0
Cc1cc(=O)[nH]c(SCC(=O)N2CCN(C(c3ccccc3)c3ccccc3)CC2)n1,-1,-19
COc1cccc(/C(O)=C2/C(=O)C(=O)N(CCN(C)C)C2c2ccc(Br)cc2)c1 (centres undefined),-7,9
COc1ccc(OC)c(S(=O)(=O)Nc2ccccc2SC)c1,-7,-42
Cc1cc(C)c2c(=O)[nH]n(C(C)C)c2n1,14,-2
Cn1c(Sc2ccc(Cl)cc2)c(C=O)c2ccccc21,10,/
CCCS(=O)(=O)N1CCN(C(=O)CCC2CCCC2)CC1,5,-8
CC[C@H](C)[C@@H]1NC(=O)c2cc([N+](=O)[O-])cc(I)c2NCC[C@@H](C(N)=O)NC(=O)[C@H](CCCN=C(N)N)NC1=O,-10,/
COc1ccc(OC)c(S(=O)(=O)N2CCC(C(=O)NCc3ccccc3)CC2)c1,3,-3
Cc1ccc(Cn2c(CN3CC(C)OC(C)C3)nc3c2c(=O)n(C)c(=O)n3C)cc1 (centres undefined),-18,-9
CC1CCCCC1NC(=O)CCS(=O)(=O)c1cccc2nonc12 (centres undefined),-7,-3
C1CCN(c2nc3nonc3nc2N2CCCC2)C1,-12,-23
N#CC1=C(N)OC2=C(C(=O)CC(c3ccco3)C2)C1c1ccc(OCc2c(F)cccc2Cl)cc1 (centres undefined),15,/
CCOc1ccc(/C=N/NC(=O)c2ccc(Cn3cc([N+](=O)[O-])cn3)o2)cc1,-5,/
COC(=O)[C@H](C)NC(=O)Nc1cccc(C)c1,3,/
Cc1nc2c(-c3ccccc3)c(C)nn2c(C)c1CCC(=O)O,2,-6
O=c1cc(CSc2nnc(-c3cccs3)n2Cc2ccccc2)nc2sc3ccccc3n12,-10,51*
Cc1ccccc1-n1c(=O)cc(N2CCC3(CC2)OCCO3)[nH]c1=O,0,-17
CCOC(=O)c1ccccc1NC(=O)Cn1c(-c2nonc2N)nc2ccccc21,-31,-14
Cc1ncsc1CCSc1nc2ccccc2c(=O)n1C,11,-61
CC(C)c1ccc(NC(=O)C(c2ccccc2)N2CCN(C=O)CC2)cc1 (centres undefined),-8,-8
CC(=O)NC1=NN(C(C)=O)C(C)(c2ccccc2)S1 (centres undefined),9,/
O=C(O)c1ccc(N2C(=O)CC(Cc3ccccc3)C2=O)cc1 (centres undefined),-2,/
Cc1ccc(NC(=O)CSc2ncc(-c3ccccc3)n2C(=O)c2ccccc2)cc1,-3,/
CC(C)=CCCC1(C)C=Cc2c(ccc3c2[nH]c2cc(O)c(C)cc23)O1 (centres undefined),-77,/
CCC1CCCCN1CCCNC(=O)C1CCC(Cn2c(=O)[nH]c3ccccc3c2=O)CC1 (centres undefined),-12,/
C=CCN1C(=O)[C@]2(c3ccccc31)C1CCCC=C1C(C#N)=C(N)C2(C#N)C#N (some centres undefined),6,/
O=C(Cn1nc(-c2ccc3c(c2)OCCO3)ccc1=O)Nc1ccc(N2CCOCC2)cc1,-10,-5
COc1ccc(S(=O)(=O)N2CCN(c3nc4ccccc4nc3-n3nc(C)cc3C)CC2)cc1,-5,6
COc1ccc(Cn2nnnc2C(c2ccc(C)cc2)N2CCN(C3CCCC3)CC2)cc1 (centres undefined),40,3

# Following part
SMILES,RmlCD inh mix,RT RNaseH block
CCCCN(C)Cc1c(C)[nH]c2ccc(OCC)cc2c1=O,-7,-11
CCC(C)N1CC(C(=O)O)CC1=O (centres undefined),11,/
COc1ccccc1N1CCN(C(CNS(=O)(=O)c2cc(F)ccc2F)c2cccnc2)CC1 (centres undefined),/,2
CCN(CC)S(=O)(=O)c1ccc(NC(=O)CN(c2ccc(OC)cc2OC)S(C)(=O)=O)cc1,-9,6
Cc1ccccc1NS(=O)(=O)c1cccc(-c2nnc(-c3ccccc3)o2)c1,-18,-5
O=C(Oc1ccc2c(-c3ccccc3)cc(=O)oc2c1)C1CCCCC1,9,/
O=C(CN1C(=O)c2ccccc2S1(=O)=O)Nc1ccc(S(=O)(=O)N2CCCCCC2)cc1,5,-4
CC1CNc2c(cccc2S(=O)(=O)N[C@@H](CCCN=C(N)N)C(=O)N2CC[C@@H](C)C[C@@H]2C(=O)O)C1 (some centres undefined),-39,/
O=C(Cc1cccs1)N1CCN(c2ccc(F)cc2)CC1,8,/
CC1CCN(CCC(=O)Nc2ccc(Br)cc2)CC1,3,-5

# A different layout for part of the listing above.
# Below each compound: RmlCD inh mix	RT RNaseH block
- CCC(C)N1CC(C(=O)O)CC1=O (centres undefined)
    11	/
- COc1ccccc1N1CCN(C(CNS(=O)(=O)c2cc(F)ccc2F)c2cccnc2)CC1 (centres undefined)
    /	2

# (continued)
SMILES,RmlCD inh mix,RT RNaseH block
O=C(NCc1ccco1)c1cc(-c2cccnc2)nc2ccc(Cl)cc12,-15,-2
CCN(CC(=O)NCCc1ccc(S(N)(=O)=O)cc1)Cc1nc2ccccc2c(=O)[nH]1,-12,-1
CCC(C)NS(=O)(=O)c1ccc(OCC(=O)Nc2ccc(F)cc2F)cc1 (centres undefined),-11,/
O=C(c1ccccc1)c1cc(F)c(N2CCOCC2)cc1Cl,/,-9
O=c1c2ccccc2nc(N/N=C/c2ccccc2)n1O,6,/
COc1ccccc1N1CCN(Cc2nnnn2CCc2ccccc2)CC1,21,5
Cc1oc2c(CN(C)C)c(O)ccc2c(=O)c1-c1ccc2ccccc2n1,-1,-2
Cc1ccc(N2C(=O)NC3(CCCCC3)C2=O)cc1,/,0
OCCN1CCN(Cc2cccc(Oc3ccc(Cl)cc3)c2)CC1,8,2
Cc1cc(=O)[nH]c(N=N/C(=N/Nc2ccc(O)cc2)c2ccccc2)n1,7,/
COc1ccccc1N1CCN(S(=O)(=O)c2cccs2)CC1,8,/
COc1cccc(C(C(=O)NC2CCCC2)N(Cc2ccco2)C(=O)c2ccco2)c1OC (centres undefined),-8,/
CCO[C@@H]1OC(C(N)=O)=C[C@H](c2cn(C(C)=O)c3ccccc23)[C@H]1CCCO,-13,/
Cc1ccc(-c2[nH]nc3c2C(c2ccsc2)C(C#N)=C(N)O3)cc1 (centres undefined),-15,/
CN1c2cccc3cccc(c23)N(C)C1(C)C,/,2
CS(=O)(=O)NCCOc1ccc(S(=O)(=O)N2CCCc3ccccc32)cc1,-7,-13
CC(C)CC(C(=O)NCc1ccccn1)N1C(=O)c2ccccc2C1=O (centres undefined),3,-5
COc1cc(OC)c(C2CC(=O)N3CN(c4ccccc4)CSC3=C2C#N)cc1OC (centres undefined),-10,33
COc1ccccc1-c1nc(SCc2ccccn2)n[nH]1,7,-15
Nc1nonc1-c1noc(CCCOc2ccc(Cl)cc2Cl)n1,16,-31
Cc1cc(N)n(-c2ccccc2)n1,/,3
O=C(C1=C[C@@H](C2CC2)C[C@@H](OCc2ccc(CO)cc2)O1)N1CCN(Cc2ccccc2)CC1,8,/
CC(C)CCN1CC(C(=O)NCc2ccc(F)cc2)CC1=O (centres undefined),-7,5
CCOC(=O)c1ccc(NC(=O)c2ccc(NC(=O)c3ccccc3)cc2)cc1,?,/
O=C1NN(c2ccccc2)C(=O)/C1=C\c1cccn1-c1ccc(Cl)c([N+](=O)[O-])c1,-8,/
Cc1cc(=O)[nH]c(S/C=C/c2ccccc2)n1,4,-4
CC(=O)Nc1ccc(S(=O)(=O)N2CCSC2c2ccc(Cl)cc2)cc1 (centres undefined),5,-10
CCCNC(=O)C(CC)NS(=O)(=O)c1ccc(OC)cc1 (centres undefined),/,-10
CCCN1C(=O)/C(=C/c2ccc(C)o2)SC1=Nc1ccc(OCC)cc1,9,/
CCCCCCCCN1[C@@H](CC(=O)OCC)c2cc(F)ccc2S1(=O)=O,-10,/

# Part of the list above, tab-delimited.
mol	RmlCD inh mix	RT RNaseH block
COc1cccc(C(C(=O)NC2CCCC2)N(Cc2ccco2)C(=O)c2ccco2)c1OC (centres undefined)	-8	/
CCO[C@@H]1OC(C(N)=O)=C[C@H](c2cn(C(C)=O)c3ccccc23)[C@H]1CCCO	-13	/
Cc1ccc(-c2[nH]nc3c2C(c2ccsc2)C(C#N)=C(N)O3)cc1 (centres undefined)	-15	/
CN1c2cccc3cccc(c23)N(C)C1(C)C	/	2
CS(=O)(=O)NCCOc1ccc(S(=O)(=O)N2CCCc3ccccc32)cc1	-7	-13
CC(C)CC(C(=O)NCc1ccccn1)N1C(=O)c2ccccc2C1=O (centres undefined)	3	-5
COc1cc(OC)c(C2CC(=O)N3CN(c4ccccc4)CSC3=C2C#N)cc1OC (centres undefined)	-10	33
COc1ccccc1-c1nc(SCc2ccccn2)n[nH]1	7	-15
Nc1nonc1-c1noc(CCCOc2ccc(Cl)cc2Cl)n1	16	-31
Cc1cc(N)n(-c2ccccc2)n1	/	3
O=C(C1=C[C@@H](C2CC2)C[C@@H](OCc2ccc(CO)cc2)O1)N1CCN(Cc2ccccc2)CC1	8	/
CC(C)CCN1CC(C(=O)NCc2ccc(F)cc2)CC1=O (centres undefined)	-7	5
CCOC(=O)c1ccc(NC(=O)c2ccc(NC(=O)c3ccccc3)cc2)cc1	?	/
O=C1NN(c2ccccc2)C(=O)/C1=C\c1cccn1-c1ccc(Cl)c([N+](=O)[O-])c1	-8	/
Cc1cc(=O)[nH]c(S/C=C/c2ccccc2)n1	4	-4
CC(=O)Nc1ccc(S(=O)(=O)N2CCSC2c2ccc(Cl)cc2)cc1 (centres undefined)	5	-10
CCCNC(=O)C(CC)NS(=O)(=O)c1ccc(OC)cc1 (centres undefined)	/	-10

# Continuation:
SMILES,RmlCD inh mix,RT RNaseH block
CC(=O)c1cc(CC=C(C)C)c(O)cc1O,-8,/
Cc1cc(-c2cccc([N+](=O)[O-])c2)nc2ccc3ccccc3c12,-28,/
Oc1cc2ccccc2cc1-c1nnc2n1-c1ccccc1SC2,13,/
Cc1cccc(C)c1NC(=O)NC1CC2CCC(C1)N2Cc1cccs1 (centres undefined),-14,/
CCOc1ccccc1C1C(C(=O)OC)=C(N)OC2=C1C(=O)CCC2 (centres undefined),4,-10
Cc1ccc(CN(c2ccc(C(=O)NCc3ccccn3)cc2)S(C)(=O)=O)cc1,-2,/
Cc1nnc(C)c2c(C)n(C(c3ccccc3)c3ccccc3)c(C)c12,-3,/
COc1cccc(NC(=O)COc2ccc(S(=O)(=O)NC(C)C)cc2)c1,-5,/
COc1ccc(-c2nnn(CC(=O)N(CC(=O)NCCC(C)C)c3ccccc3)n2)cc1OC,5,0
Cc1nnc(SCC(=O)c2ccc(S(=O)(=O)N3CCOCC3)cc2)n1-c1ccccc1,7,-3
O=C(O)C1CC(=O)N(C2CCCCCC2)C1 (centres undefined),?,-18
O=C(c1ccc2ccccc2c1)N1CCN(c2ccc(C(F)(F)F)cn2)CC1,28,/
O=C(O)c1cc2cc(Cl)cc(Cl)c2oc1=O,-6,0
COc1cccc2cc(C(=O)Nc3cccnc3N3CCOCC3)c(=O)oc12,-8,-22
COc1ccc(C(=O)N2CC3(CC(c4cccc(NC(=O)COc5ccc(Cl)cc5)c4)=NO3)C[C@@H]2C(N)=O)cc1 (some centres undefined),68,/
CCOC(=O)C1=C(CSc2nc(C)cc(C)c2C#N)OC(N)=C(C#N)C1c1ccccc1 (centres undefined),-11,/
COc1ccc(N2CCN(C(=O)c3ccc(NS(=O)(=O)c4ccccc4)cc3)CC2)cc1,6,8
CCc1cc(C(=O)N2CCOCC2)c(NC2=NS(=O)(=O)c3ccccc32)s1,/,2
CCCC1=C(C(=O)OCC)C(/C=C/c2ccccc2)n2ncnc2N1 (centres undefined),-13,/
CCOC(=O)N1CCN(C(=O)CN(Cc2ccccc2)S(C)(=O)=O)CC1,-13,-2
COc1ccc(-c2cn3c(n2)CCC3)cc1,4,-5
CC(=O)NCCC(=O)Nc1cc(F)ccc1C,-10,/
COc1cc(OC)cc(C(=O)NCc2n[nH]c(=S)n2-c2ccccc2)c1,8,-3
